# Assay outcomes from PubChem BioAssay.
# MT1-MMP act inh: blockers of MT1-MMP proenzyme processing, primary screen, HT1080 RFP-PRO-GFP cells, GFP/RFP fluorescence; Matrix metalloproteinase-14 (Homo sapiens), P50281; GFP/RFP ratio fluorescence, overnight; percent of plate control window, DMSO zero; GFP/RFP ratio change, % at 20 µM; hit rate 0.061% among 360,000;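 active means GFP/RFP ratio change of at least 30% with cell ATP level not reduced by more than half and red fluorescence within 50% of control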; further: strong numbers were not always called active
#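 Assay system: HT1080 RFP-PRO-GFP cells | Dosing: 20 µM single dose, 1% DMSO | Incubation: Cells overnight before dosing, compound overnight, 37 °C, 5% CO2 | Evaluation: GFP/RFP fluorescence ratio | Control set: DMSO-only wells and HT1080 RFP-L50D-GFP cell wells as references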
# STEP inh: STEP phosphatase inhibitors, primary screen, biochemical, fluorescence intensity, uHTS | Tyrosine-protein phosphatase non-receptor type 5 (Homo sapiens), P54829 | recombinant STEP, OMFP fluorogenic substrate | inhibition, % at 20 µM | hit rate 0.25% among 360,000 | AID 588621, 2011;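 active means inhibition at 20 µM, scaled per plate between control wells, above about 37%, limit read from the data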;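 further: 0% = DMSO with enzyme and substrate and 100% = substrate only without enzyme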
# Target sequence (P54829 whole entry, looked up): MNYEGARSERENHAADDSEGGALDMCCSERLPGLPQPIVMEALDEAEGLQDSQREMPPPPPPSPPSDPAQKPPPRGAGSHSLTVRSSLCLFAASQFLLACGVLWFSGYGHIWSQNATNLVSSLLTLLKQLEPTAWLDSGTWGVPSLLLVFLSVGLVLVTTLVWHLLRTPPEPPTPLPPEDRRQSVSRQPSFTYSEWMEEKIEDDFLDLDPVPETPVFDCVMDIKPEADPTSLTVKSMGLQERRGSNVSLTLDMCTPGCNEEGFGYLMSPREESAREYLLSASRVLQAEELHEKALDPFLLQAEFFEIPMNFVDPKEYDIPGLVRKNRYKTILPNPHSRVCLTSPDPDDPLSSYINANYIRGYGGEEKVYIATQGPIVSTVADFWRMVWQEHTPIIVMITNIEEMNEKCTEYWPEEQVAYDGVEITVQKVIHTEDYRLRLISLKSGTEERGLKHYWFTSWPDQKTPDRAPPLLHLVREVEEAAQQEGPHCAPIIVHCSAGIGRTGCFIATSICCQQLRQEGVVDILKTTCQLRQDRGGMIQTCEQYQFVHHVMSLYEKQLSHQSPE
#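 Assay system: isolated STEP enzyme / Timing: 20 min at room temperature, dark / Doses: 20 µM, 1% DMSO / Technique: fluorescence intensity, excitation 480 nm, emission 540 nm / Reagent: fluorogenic phosphatase substrate OMFP at 25 µM final / Measure: percent inhibition scaled to no-enzyme and uninhibited-enzyme controls, plate-pattern corrected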
# Scp-1 inhibitor: Scp-1 phosphatase inhibitors, primary screen, biochemical, colorimetric, uHTS; Carboxy-terminal domain RNA polymerase II polypeptide A small phosphatase 1 (Homo …; Recombinant Scp1, phosphopeptide, malachite green phosphate absorbance; inhibition, % at 20 µM; hit rate 0.88% among 340,000; AID 493091, 2011;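 active means inhibition above about 50% at 20 µM, limit read from the data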;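 further: plate controls were DMSO wells with enzyme for no effect and wells lacking enzyme for full effect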
# Target sequence (Q9GZU7 76-261 limits assumed): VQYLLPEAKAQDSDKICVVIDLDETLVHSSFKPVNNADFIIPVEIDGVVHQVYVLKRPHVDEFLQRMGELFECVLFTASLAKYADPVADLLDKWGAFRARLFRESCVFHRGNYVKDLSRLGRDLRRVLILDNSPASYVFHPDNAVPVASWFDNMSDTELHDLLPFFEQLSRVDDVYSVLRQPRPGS
#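 Test system: SCP-1 catalytic domain; Buffer or medium: Acidic Tris acetate buffer with magnesium and detergent; Also added: Phosphorylated 17-residue peptide substrate; Compound: single 20 µM dose, 1% DMSO; Schedule: enzyme reaction 45 min at room temperature, colour 5 min, stabilisation 30 min; Signal: Phosphate-binding colour reagent, absorbance read at 630 nm.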
# LMPTP block: LMPTP phosphatase inhibitors, primary screen, biochemical, fluorescence intensity, uHTS | recombinant LMPTP-A, OMFP fluorogenic substrate | inhibition, % at 20 µM | hit rate 0.22% among 360,000 | AID 651560, 2012;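 active means compounds that cut the enzyme signal by at least half of the control window in the single-dose screen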;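 further: plate controls were DMSO wells with enzyme plus substrate for no effect and substrate without enzyme for full effect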
#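 Assay system: LMPTP-A enzyme. Input: 0.625 nM LMPTP-A final. Probe or stimulus: 400 µM OMFP. Compound dosing: single 20 µM dose. Schedule: 50 min dark incubation at room temperature. Detection: fluorescence intensity of OMFP turnover product. Read-out: percent inhibition versus substrate-only and uninhibited controls. Benchmarks: no-enzyme low control, uninhibited high control.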
# SUMO1 PPI mod: modulators of SUMO1 protein-protein interactions, primary screen, biochemical, uHTS | Small ubiquitin-related modifier 1 (Homo sapiens), P63165 | SUMO1 binding to a labelled peptide, TR-FRET, 1 h | inhibition, % at 20 µM | hit rate 0.33% among 360,000 | AID 602429, 2012; in the data active means inhibition above about 37%
# SKN-1 block: suppressors of acrylamide-induced Pgst-4::GFP reporter in worms, primary screen, SKN-1 inhibitor project, whole organism, uHTS, GFP/RFP fluorescence ratio, strain VP596; C. elegans VP596 Pgst-4::GFP/RFP ratio, 24 h; inhibition, % at 21.8 µM; hit rate 0.49% among 360,000; AID 624304, 2012;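 active means interference check ratio from 0.5 to 1.5 plus GFP to RFP signal ratio inhibition reaching or exceeding a fixed threshold, cut at about 30% in these data, passing the limit was not always enough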; further: some compounds called inactive have numbers as strong as hits
# Rpn11 block: Rpn11 (PSMD14) deubiquitinase inhibitors, primary screen, biochemical, fluorescence polarization, uHTS; 26S proteasome non-ATPase regulatory subunit 14 (Homo sapiens), O00487; human 26S proteasome, Ub4-pepOG fluorescence polarization; 20S core pre-blocked with epoxomicin; calls only at 20 µM; hit rate 0.59% among 360,000;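 active means inhibition at 20 µM, scaled to each plate's controls, above about 33%, limit read from the data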
# Target sequence (O00487 whole entry, looked up): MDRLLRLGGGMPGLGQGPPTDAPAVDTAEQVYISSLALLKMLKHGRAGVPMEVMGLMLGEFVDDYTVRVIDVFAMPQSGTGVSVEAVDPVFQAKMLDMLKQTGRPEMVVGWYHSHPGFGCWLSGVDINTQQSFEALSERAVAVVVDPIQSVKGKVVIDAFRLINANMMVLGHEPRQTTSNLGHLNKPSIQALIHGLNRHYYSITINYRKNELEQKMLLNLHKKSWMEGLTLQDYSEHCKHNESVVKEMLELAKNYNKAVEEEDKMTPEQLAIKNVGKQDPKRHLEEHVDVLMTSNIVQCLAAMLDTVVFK
# NadD inh: inhibitors of S. aureus NadD, primary screen, biochemical, colorimetric, uHTS | purified NadD enzyme, colorimetric absorbance read-out | inhibition, % at 20 µM | hit rate 0.78% among 360,000 | Nicotinate-nucleotide adenylyltransferase NadD (Staphylococcus aureus N315); in the data active means inhibition above about 26%; further: some compounds past the cut are filed as inactive
# DNMT1 block: human DNMT1 methyltransferase inhibitors, primary screen, biochemical, molecular beacon, fluorescence, HinP1I cleavage, uHTS; inhibition (reported as % activation of signal), % at 10 µM; AID 588458, 2011; hit rate 0.83% among 360,000; in the data active means inhibition above about 50%
# CendR NRP1 mod: modulators of CendR peptide binding to NRP-1, primary screen, biochemical, fluorescence polarization, uHTS; hit rate 0.85% among 360,000; Neuropilin-1 (Homo sapiens), O14786; inhibition, % at 25 µM; FAM-RPARPAR peptide binding to NRP-1;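 active means inhibition or corrected inhibition above about 18%, plus a signal ratio from 0.5 to 1.5, limit read from the data, passing the limit was not always enough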; further: strong numbers were not always called active
# Numbers without * were called inactive; i = inactive; nt = not tested or not shown.
SMILES,MT1-MMP act inh,STEP inh,Scp-1 inhibitor,LMPTP block,SUMO1 PPI mod,SKN-1 block,Rpn11 block,NadD inh,DNMT1 block,CendR NRP1 mod
S=C(NCCc1ccccc1)Nc1ncccn1,2,-2,3,0.3,-2,0,i,0,0,5
COc1cc(-c2c(C#N)c(=O)[nH]c3c2c(C)nn3-c2ccccc2)ccc1O,1,4,-4,-1.0,14,-3,i,9,0,-3
CC(C)(C)c1ccc(OCCNC(=S)NC(=O)c2cccnc2)cc1,4,-2,10,-1.3,1,-2,i,0,8,-8
COc1cccc(C(=O)N(Cc2ccco2)c2c(N)n(Cc3ccccc3)c(=O)[nH]c2=O)c1,-3,2,-10,-1.6,3,2,i,1,-4,2
COc1ccc(C2=Nc3ccccc3N(C(=O)c3cc(Cl)cc(Cl)c3)C2C(=O)NCc2ccccc2)cc1 (configuration not stated),-6,nt,nt,3.3,-3,12,nt,nt,nt,1
Cc1cccc(NS(=O)(=O)c2ccc(C(=O)NCC(c3ccccc3)N(C)C)cc2)c1C (configuration not stated),-4,2,-6,-1.3,-3,11,i,-1,-1,-3
COc1ccc(C2NC(=O)c3n[nH]c(C)c32)c(OC)c1 (configuration not stated),2,-1,-13,-2.8,3,-8,i,0,2,-10
CCOCC(=O)NC1CCc2cc(OC(=O)COCC)c(OC)c(OC)c2-c2ccc(SC)c(=O)cc21 (configuration not stated),31,-2,-10,0.0,-18,2,i,1,-1,22
COc1cccc2sc(NNC(=O)COc3ccccc3)nc12,3,3,-17,0.6,2,-1,i,15,1,5
Cc1ccc(CNCc2ccco2)cc1,0,2,-8,-0.2,4,6,i,-5,-1,-4

# Reprinted at random: three compounds from above, in no set order.
SMILES,MT1-MMP act inh,STEP inh,Scp-1 inhibitor,LMPTP block,SUMO1 PPI mod,SKN-1 block,Rpn11 block,NadD inh,DNMT1 block,CendR NRP1 mod
COc1ccc(C2=Nc3ccccc3N(C(=O)c3cc(Cl)cc(Cl)c3)C2C(=O)NCc2ccccc2)cc1 (configuration not stated),-6,nt,nt,3.3,-3,12,nt,nt,nt,1
COc1cccc2sc(NNC(=O)COc3ccccc3)nc12,3,3,-17,0.6,2,-1,i,15,1,5
COc1cccc(C(=O)N(Cc2ccco2)c2c(N)n(Cc3ccccc3)c(=O)[nH]c2=O)c1,-3,2,-10,-1.6,3,2,i,1,-4,2

# Filtered by structure: those above with a carbonyl joined to an NH by a bond outside any ring (5)
SMILES,MT1-MMP act inh,STEP inh,Scp-1 inhibitor,LMPTP block,SUMO1 PPI mod,SKN-1 block,Rpn11 block,NadD inh,DNMT1 block,CendR NRP1 mod
CC(C)(C)c1ccc(OCCNC(=S)NC(=O)c2cccnc2)cc1,4,-2,10,-1.3,1,-2,i,0,8,-8
COc1ccc(C2=Nc3ccccc3N(C(=O)c3cc(Cl)cc(Cl)c3)C2C(=O)NCc2ccccc2)cc1 (configuration not stated),-6,nt,nt,3.3,-3,12,nt,nt,nt,1
Cc1cccc(NS(=O)(=O)c2ccc(C(=O)NCC(c3ccccc3)N(C)C)cc2)c1C (configuration not stated),-4,2,-6,-1.3,-3,11,i,-1,-1,-3
CCOCC(=O)NC1CCc2cc(OC(=O)COCC)c(OC)c(OC)c2-c2ccc(SC)c(=O)cc21 (configuration not stated),31,-2,-10,0.0,-18,2,i,1,-1,22
COc1cccc2sc(NNC(=O)COc3ccccc3)nc12,3,3,-17,0.6,2,-1,i,15,1,5

# Going on with the list:
SMILES,MT1-MMP act inh,STEP inh,Scp-1 inhibitor,LMPTP block,SUMO1 PPI mod,SKN-1 block,Rpn11 block,NadD inh,DNMT1 block,CendR NRP1 mod
CCOC(=O)C1=C(COC(=O)/C=C/c2cccc(Cl)c2)NC(=O)NC1C (configuration not stated),7,-1,-4,1.8,-2,6,i,-3,-2,5
CCOC(=O)C1CCN(C(=O)c2ccc(N3CCCC3=O)cc2)CC1,-4,-2,-7,-1.3,3,-8,i,5,-1,-4
COc1ccc(NC(=O)NCCCN2CCCC2=O)cc1,3,0,-1,-1.7,4,-19,i,-3,0,1
CCOC(=O)c1sc(SC)c2c1CCCC2=O,0,4,2,-0.6,-18,-5,i,-7,2,11
Cn1cc(C(=O)N2CCN(C(=O)c3ccco3)CC2)c2c3ccccc3n(C)c2c1=O,2,5,3,-0.4,1,2,i,-4,1,-5
Cc1cccc(NC(=O)c2ccc(S(=O)(=O)N(C)c3ccccc3)cc2)n1,2,0,3,-0.2,1,2,i,0,1,7
Cc1ccc(C)c(/C=N/Nc2ccccn2)c1,-1,-2,-7,0.2,-2,2,i,-8,0,1
CCOC(=O)c1c(C2CCN(C(=O)OCC)CC2)nc2ccccn12,1,-1,-6,0.5,-1,2,i,5,4,2
Cc1cc(C)n(C(=O)c2ccc(C)c(F)c2F)n1,-7,-2,-5,-0.5,-1,-7,i,-2,1,-4
O=C(NC1CCCCCCC1)C1CCN(c2nc3ccccc3o2)CC1,1,-1,-4,0.1,0,-5,i,-6,0,4
CN(/N=C/c1cc([N+](=O)[O-])ccc1O)c1ccccc1,0,0,-4,-1.9,-4,3,i,4,1,-10
CNC(=S)N/N=C/c1ccco1,6,-2,-2,-0.5,-5,3,i,1,0,3
COc1ccc2oc(=O)cc(CN3CCN(Cc4ccccc4)CC3)c2c1,1,3,nt,-2.0,5,5,i,-1,3,-1
Cc1cc(C(=O)NN=Cc2ccc(-c3ccc(F)cc3)o2)c(C)o1,4,1,-9,1.8,-9,4,i,3,-8,8
O=C(Nc1ccccc1N1CCCCC1)C1CCN(C(=O)c2ccc(Cl)cc2)CC1,-3,3,-2,1.9,5,0,i,2,2,4
CCc1nc(OCc2ccco2)c2sc3nc4c(cc3c2n1)COC(C)(C)C4,-9,3,-11,0.5,7,3,i,8,-3,-16
CC(C)n1c(SC2CCOC2=O)nc2ccccc21 (configuration not stated),-3,4,13,0.9,2,-21,i,-5,9,0
OC[C@@H]1[C@@H](c2ccc(Cl)cc2)C(c2ccc(F)cc2)=NN1c1ccccc1,1,-6,-7,4.6,7,3,i,2,-19,-29
O=C(NNC(=O)c1cccs1)c1ccncc1,-2,-1,3,-0.4,0,-10,i,-4,1,8
Cc1cc(S(=O)(=O)NCCc2ccccc2)ccc1-n1cnnn1,4,-1,-1,-0.9,1,17,i,-6,-1,7
Cc1ccc(S(=O)(=O)N2CCCSCC2)cc1,-2,4,-4,0.6,-4,0,i,4,-5,-9
CC(OCC(O)CN(C)Cc1nc2ccccc2c(=O)[nH]1)c1ccc(Cl)cc1 (configuration not stated),3,-2,6,-0.4,-1,4,i,1,14,-8
CCOC(=O)C1=C(c2ccccc2)NC(SCC(N)=O)=C(C#N)C1c1cccnc1 (configuration not stated),-2,-4,-5,-1.1,-3,2,i,-2,-1,4
Cc1ccc(Cn2c(-c3nonc3N)nc3ccccc32)cc1,2,5,-1,4.2,-4,-7,i,-3,-2,-6
CCSC1=NCCN1S(=O)(=O)c1ccc(NC(C)=O)cc1,0,1,-4,-1.6,2,1,i,-5,-1,13
O=C(C[C@H]1CC[C@H]2[C@@H](COC[C@@H](O)CN2S(=O)(=O)c2ccc(F)cc2)O1)N[C@@H]1CCN(Cc2ccccc2)C1,1,nt,nt,-0.8,1,6,nt,nt,nt,2
Cc1cccn2c(=O)c(/C=C(\C#N)S(=O)(=O)c3ccccc3)c(N3CCN(C)CC3)nc12,-2,-1,0,1.7,1,-14,i,-4,-1,5
COC(=O)CSc1nnc(-c2ccc(S(=O)(=O)NCc3cccs3)cc2)o1,1,5,-8,-0.7,2,-1,i,1,0,2
O=C1c2cccc3cccc(c23)C(=O)N1CCCc1n[nH]c(=S)n1-c1ccccc1,-1,0,15,1.2,-25,10,i,3,2,15
O=C(CN1C(=O)NC2(CCCC2)C1=O)NCCc1ccc(F)cc1,1,0,-10,-1.3,2,1,i,-5,-7,0
CCn1c(SCC(=O)Nc2cc(C)on2)nnc1-c1ccncc1,9,-2,0,-0.8,1,5,i,0,-1,2
O=C(CN(C(=O)CCC(=O)Nc1ccccn1)c1ccc2c(c1)OCO2)NCc1ccco1,0,-4,-2,0.0,2,7,i,-2,-2,22*
Cn1c(=O)c2cc(S(=O)(=O)NCCC(=O)Nc3ccc(Cl)cc3)ccc2n(C)c1=O,15,-3,0,-0.1,5,4,i,3,-1,-2
Cn1c(N)c(C(=O)CSc2nnc(C3CC3)n2N)c(=O)n(C)c1=O,2,4,-3,-0.1,0,6,i,1,9,-3
Nc1ccc(C(=O)Nc2ccc3nc(-c4cccnc4)[nH]c3c2)cc1,12,-1,3,2.8,18,3,i,-1,0,4
CC(C)(C)c1ccc(C(=O)Nn2c(CCC(=O)O)ccc2-c2cccs2)cc1,-4,0,-6,-1.8,1,18,i,4,7,-6
COc1ccc(C2CC(c3ccc4ccccc4c3)=NN2C(=O)CN2CCC(C(N)=O)CC2)cc1 (configuration not stated),0,9,-1,2.9,-9,-10,i,-2,-12,-12
COc1ccc(C)cc1NC(=O)C1CCCCC1C(=O)O (configuration not stated),1,-2,-4,-1.0,-4,-9,i,-5,0,17
COC(=O)c1ccc(N2C(=O)C3CC(C)=C(C)CC3C2=O)cc1 (configuration not stated),5,-2,9,-1.0,-2,-6,i,-12,1,-6
CC12CCC(C(=O)N3CCC(Cc4ccccc4)CC3)(C(=O)C1=O)C2(C)C (configuration not stated),0,0,-3,1.5,-5,14,i,-4,-2,-6
